Screening results (PubChem)
L3MBTL1 block = L3MBTL1 (human) inhibition; Q9Y468; AlphaScreen L3MBTL1–H3K9me1 peptide binding; Potency, µM (top dose mostly 57.1 µM), without a hit: at the highest dose activity, negative = inhibition, hits mostly inhibitors; 230,000 tested, 0.66% active; AID 485360; active means well fitted inhibition curve with a large enough effect; inconclusive means small, poorly fitted or top-dose-only effect; inactive means no such curve, though single readings can be large or run the other way; further: nearly all actives have a fitted effect of over 60% in size
Target sequence (Q9Y468 whole entry, looked up): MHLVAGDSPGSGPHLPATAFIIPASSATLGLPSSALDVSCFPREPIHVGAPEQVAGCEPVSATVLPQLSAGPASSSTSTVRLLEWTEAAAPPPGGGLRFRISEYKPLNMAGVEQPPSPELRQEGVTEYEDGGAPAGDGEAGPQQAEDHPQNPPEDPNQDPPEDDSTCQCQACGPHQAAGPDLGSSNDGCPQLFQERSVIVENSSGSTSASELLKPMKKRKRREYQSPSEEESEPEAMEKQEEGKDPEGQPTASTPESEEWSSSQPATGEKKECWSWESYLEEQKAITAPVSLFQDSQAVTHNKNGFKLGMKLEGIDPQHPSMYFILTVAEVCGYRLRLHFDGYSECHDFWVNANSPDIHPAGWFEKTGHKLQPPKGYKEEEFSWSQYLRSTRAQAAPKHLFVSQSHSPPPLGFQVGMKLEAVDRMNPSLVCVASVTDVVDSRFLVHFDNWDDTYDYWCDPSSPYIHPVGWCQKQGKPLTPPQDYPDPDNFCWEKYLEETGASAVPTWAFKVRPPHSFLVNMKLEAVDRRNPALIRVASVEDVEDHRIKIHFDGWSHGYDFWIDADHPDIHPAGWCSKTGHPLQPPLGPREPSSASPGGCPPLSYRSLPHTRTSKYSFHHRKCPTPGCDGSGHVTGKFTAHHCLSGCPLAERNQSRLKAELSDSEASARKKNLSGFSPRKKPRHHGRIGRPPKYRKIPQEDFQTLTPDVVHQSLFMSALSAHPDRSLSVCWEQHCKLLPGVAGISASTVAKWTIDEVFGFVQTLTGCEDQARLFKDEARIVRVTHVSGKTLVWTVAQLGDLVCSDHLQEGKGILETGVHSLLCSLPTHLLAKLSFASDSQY
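L3MBTL1 (50 nM) pre-complexed 30 min with biotinylated H3(1-15)K9me1 peptide (75 nM), then compounds added for 30 min at room temperature; AlphaScreen streptavidin donor/nickel chelate acceptor beads (10 ug/mL final) read after 30 min dark incubation.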
* hit, by the source's call; ? = inconclusive; & = joins results of further samples; [ ] = another dose, or the depositor's remark. On the % scale 0 is the no-effect control and ±100 the full control effect; potency means the concentration at half of the fitted maximal effect. Not all compounds are listed; the hit share may differ from the screen's.

SMILES	L3MBTL1 block
COc1ccc(C(=O)COc2ccc3c(C)cc(=O)oc3c2)cc1	1.9%[2.29 µM]
O=C1C=C(c2cc3ccccc3s2)C[C@@H](c2ccc(F)cc2)C1	-3.1%
O=c1cc(-c2ccc(O)cc2)oc2ccc3ccccc3c12	1.3%
Oc1c(Br)cc(Br)cc1/C=N/n1c(-c2ccccc2)n[nH]c1=S	10.4%[2.29 µM]
O=C(COc1ccc2ccc(=O)oc2c1)Nc1cccc(S(=O)(=O)N2CCCCC2)c1	0.0%
CCc1ccc(CN(C)C(=O)c2cc(S(=O)(=O)N3CCN(CC)CC3)ccc2Cl)cc1	-0.8%
O=C(CN1CCN(S(=O)(=O)c2ccc(Cl)c(Cl)c2)CC1)N1CCCCC1	?
O=C(O)c1cccc2c1C(=O)c1ccc(N3CCCC3)cc1S2(=O)=O	9.8%
O=C(NCCCN1CCOCC1)c1ccc(S(=O)(=O)Nc2cccc(C(F)(F)F)c2)cc1	11.1%
Cc1cc(C)c(NC(=O)CNC(=O)CNC(=O)C2CCCCC2)c(C)c1	4.5%
CN(CC(=O)Nc1ccc(N2CCOCC2)cc1)C(=O)c1ccc(CS(C)(=O)=O)cc1	7.3%
CC1CC(C)CN(C(C)C(=O)Nc2cc(S(=O)(=O)N3CCCCC3)ccc2Cl)C1 (centres undefined)	5.0%
CCOc1ccc(/C=C2\SC(=S)N(CCC(=O)N(CCO)c3ccccc3)C2=O)cc1	-24.6%
CS(=O)(=O)c1ccccc1-c1csc(N2CCC(C(N)=O)CC2)n1	7.4%&-4.1%
CC(C)C(NC(=O)CN1C(=O)c2cccc3cccc1c23)C(C)C	10.5%
Cc1ccc(S(=O)(=O)N(C)C)cc1NC(=O)C(C)OC(=O)C1CCCC1 (centres undefined)	14.5%
CCN(C(=O)COC(=O)COc1ccccc1Cl)c1c(N)n(Cc2ccccc2)c(=O)[nH]c1=O	?
CCC(C)c1ccccc1N1CC(C(=O)NCCC2=CCCCC2)CC1=O (centres undefined)	-1.1%
CCN(C[C@H]1N[C@@](C)(C(=O)OC)[C@H]2C(=O)N(Cc3ccccc3)C(=O)[C@@H]12)S(=O)(=O)c1ccc(C(C)(C)C)cc1	0.2%
C=CCn1c(=S)[nH]c2cc(C(=O)N3CCN(c4ccccc4OC)CC3)ccc2c1=O	-9.0%
NC(=O)c1ccc(NC(=O)COc2coc(CN3CCc4ccccc4C3)cc2=O)cc1	-4.9%
CN(C(=O)c1ccc(NC(=O)Cc2cccc(NC(=O)C3CCN(C(=O)C4CC4)CC3)c2)cc1)C1CCCC1	-9.0%
O=C(NCCC(=O)N1CCN(C(=O)c2ccco2)CC1)c1ccc(Br)cc1	11.7%
COc1ccc(CN2C(=O)C(C)Nc3ncnc(N4CCN(c5ccccn5)CC4)c32)cc1 (centres undefined)	-2.7%
Oc1cccc(Nc2nc(N3CCOCC3)nc(N3CCOCC3)n2)c1	6.8%
O=C(CSCc1ccccc1Br)Nc1ccccc1	5.7%
O=C(COC(=O)COc1ccccc1)NCc1ccco1	-5.6%
COc1ccc(NC(=O)c2ccc(OC)c(S(=O)(=O)N3CCCCC3C)c2)cn1 (centres undefined)	0.3%
CN(Cc1cccs1)C(=O)C1CC(=O)N(Cc2ccccc2)C1 (centres undefined)	-0.6%
O=C(CCNC(=O)c1ccc([N+](=O)[O-])cc1)NC1CCCCCC1	7.1%
Cc1nnc2ccc(-c3cccc(NS(=O)(=O)c4ccccc4[N+](=O)[O-])c3)nn12	37.0%[activator]
CCN1C(=NCCCCO)N[C@@H](c2cccc(C(F)(F)F)c2)C(C(=O)OC)=C1C	14.4%
Cc1cccc(NC(=O)c2ccccc2SCc2ccc(F)cc2)n1	16.3%
CCC(C(=O)OCC(=O)NC(=O)c1ccccc1OC)c1ccccc1 (centres undefined)	8.1%
CC(C)(C)c1nnc(SCC(=O)Nc2ccc(N3CCCCC3)cc2)n1N	-8.6%
Cc1ccc(N2CC(C(=O)Nc3ccccc3OC(F)F)CC2=O)cc1 (centres undefined)	4.2%
CCCCCN(C(=O)CCC(=O)OCCOc1ccc(OCC)cc1)c1c(N)n(CCCC)c(=O)[nH]c1=O	-5.4%
O=C(OCC(=O)N1CCc2ccccc2C1)c1ccc(OC(F)F)cc1	6.4%
COc1cccc(N2CC(NC(=O)c3ccc4ccccc4c3)CC2=O)c1 (centres undefined)	10.0%
O=C(Cn1nnc(-c2ccccc2)n1)N1CCCCC1	-0.4%

Molecules above containing a furan ring, fused or not (2):
SMILES	L3MBTL1 block
O=C(NCCC(=O)N1CCN(C(=O)c2ccco2)CC1)c1ccc(Br)cc1	11.7%
O=C(COC(=O)COc1ccccc1)NCc1ccco1	-5.6%

(list continues)
SMILES	L3MBTL1 block
NS(=O)(=O)c1ccc(-c2cccc(/C=C3\SC(=O)NC3=O)c2)cc1	5.5%
CCC(=O)c1ccc(OCC(=O)NCc2ccccc2CN2CCCC2)cc1	5.6%
Cc1cc(C(=O)OCC(=O)N(CC(C)C)c2c(N)n(Cc3ccccc3)c(=O)[nH]c2=O)c2ccccc2n1	-0.8%
Cc1ccc(Nc2nc(N)nc(COC(=O)c3ccc(Br)o3)n2)cc1	-8.6%
COc1cc2c(cc1OC)C(c1cc(C)ccc1C)CC(=O)N2 (centres undefined)	-0.7%
Cc1cc(C(=O)OCC(=O)Nc2c(Cl)cccc2C(F)(F)F)c(C)o1	-4.6%
Cc1nn(-c2ccccc2)c(C)c1NC(=O)COC(=O)Cc1ccccc1F	7.6%
Cc1ccc(S(=O)(=O)CCC(=O)Nc2nnc(-c3cccs3)o2)cc1	-0.3%
CCNC(=O)NC(=O)COC(=O)c1cccc(S(=O)(=O)N2CC3(C)CC2CC(C)(C)C3)c1 (centres undefined)	-2.8%
CCN1C(=O)[C@H]2[C@H]3CN=C(SCC4CC4)N3[C@@](CC)(C(=O)OC)[C@H]2C1=O	1.4%
O=C(Cn1c(NCCO)nc2ccccc21)Nc1cccc(S(=O)(=O)N2CCCC2)c1	-1.8%
Cc1ccnc(Nc2nc(-c3ccc(O)cc3O)cs2)c1	-8.3%
Cc1ccc(S(=O)(=O)N(C)C)cc1NC(=O)C(C)OC(=O)c1ccc2ccccc2n1 (centres undefined)	-1.7%
CSc1cccc(NS(=O)(=O)c2ccc3c(c2)NC(=O)C(C)C(=O)N3)c1 (centres undefined)	-0.1%
CCC1C(=O)C(C)(C)C(=O)OC1c1ccc([N+](=O)[O-])cc1 (centres undefined)	10.0%[2.29 µM]
COc1ccccc1NC(=O)C(C)OC(=O)CCNS(=O)(=O)c1cccc(C(F)(F)F)c1 (centres undefined)	6.0%
O=C(CSc1nc(-c2cccs2)nc2ccccc12)NC1CCS(=O)(=O)C1 (centres undefined)	0.9%
Cc1cc(C)c(S(=O)(=O)N2CCCCC2CCNC(=O)C(=O)NC2CC2)c(C)c1 (centres undefined)	-7.3%
C#CCOCCOCCOCCNc1nc(N2CCN(C(=O)CCCCCCCCCCNC(=O)[C@H](CCC(=O)O)n3cc(CCCCCN)nn3)CC2)nc(N2CCN(C(=O)CCCCCCCCCCNC(=O)[C@@H]([C@H](C)O)n3cc(C)nn3)CC2)n1	-4.8%
COc1ccccc1NC(=O)Nc1nc(CC(=O)N2CCN(c3ccccc3OC)CC2)cs1	-18.5%
O=C1/C(=C\c2ccco2)SC(=S)N1C1CCCCC1	-0.3%[2.29 µM]
COC(=O)c1c(C)[nH]c(C(=O)OCC(=O)c2c(N)n(CC(C)C)c(=O)n(C)c2=O)c1C	-1.4%
COc1cc(OC)cc(C(=O)NNC(=O)c2ccc(-n3cncn3)c([N+](=O)[O-])c2)c1	6.8%
CN(CC(=O)Nc1ccc(F)c(F)c1F)C(=O)CCc1nc2sc3c(c2c(=O)[nH]1)CCCC3	?
CC(C)c1ccc(N(CC(=O)N2CCN(Cc3ccccc3)CC2)S(C)(=O)=O)cc1	-6.0%
CCCCNc1c(-c2ccc(OC)c(SC3CCCCC3)c2)nc2cc(C)ccn12	14.2%
CC(C)=CCN1CCN(CCCc2ccccc2)CC1CCO (centres undefined)	6.7%
COc1cc(OC)cc(C(=O)Nc2ccn(C)n2)c1	0.1%
OCC1(CCOc2ccccc2)CCN(Cc2ccccc2C(F)(F)F)CC1	1.6%
O=C(COC(=O)C1COc2ccccc2O1)NC1CCCCC1 (centres undefined)	-3.2%
COc1ccc(CCNC(=O)CCC(=O)n2ncc3ccc(Cl)cc32)cc1OC	3.0%
COc1ccc(N2CCN(C(=O)COC(=O)COc3cc(C)cc(C)c3)CC2)cc1	-11.9%
C/C(=N\Nc1cc(N2CCOCC2)ncn1)c1ccc(O)cc1	-5.4%[2.29 µM]
COc1ccc(Nc2nc(C)nc3c2nnn3Cc2ccccc2Cl)c(OC)c1	-0.4%
COc1cccc(NC(=O)COC(=O)CCC2CCCC2)c1	7.6%
CC(C)CC1Nc2ncnc(N3CCOCC3)c2N(Cc2ccc(Cl)cc2)C1=O (centres undefined)	-3.2%
Cc1cc(OCCCn2ccnc2)ccc1[N+](=O)[O-]	-1.0%
Cc1ccc(S(=O)(=O)N2CCN(C(=O)COC(=O)CCc3ccccc3)CC2)c(C)c1	0.8%
Cc1ccc(CSCC(=O)N(C)CC(=O)Nc2ccccc2C(F)(F)F)cc1	-2.6%
CCOc1ccc(N2CC(C(=O)Nc3cccc(S(=O)(=O)N4CCCC4)c3)CC2=O)cc1 (centres undefined)	-8.4%
COCCCn1c(C)nnc1SCC(=O)Nc1cccc(C)c1	3.4%
CCN(CC)C(=O)[C@H]1CC(CC(=O)NCCCN(C)C)C(=O)N2CCc3c([nH]c4ccccc34)[C@]12C (some centres undefined)	-1.0%
CNC(=O)CSc1nnc(-c2ccco2)n1-c1cc(C)ccc1C	-3.1%
Cc1cc(C)c(NC(=O)CN(C)C(=O)C2CC(=O)N(c3cccc4ccccc34)C2)c(C)c1 (centres undefined)	0.5%
CSCCC(NC(=O)COc1ccccc1)C(=O)N(C)Cc1ccc(F)cc1 (centres undefined)	-3.4%
O=C(c1ccco1)N1N=C(c2ccc(Br)cc2)CC1c1ccco1 (centres undefined)	3.8%
COc1ccc(CCNC(=O)C2CCN(S(=O)(=O)c3ccc(C)cc3)CC2)cc1OC	-3.4%
COc1ccc(NC(=O)c2cc3ccccc3o2)cc1S(=O)(=O)N1CCCCC1	-9.1%
CCCCn1c(N)c(N(CC)C(=O)c2cccc(OCc3ccccc3)c2)c(=O)[nH]c1=O	8.8%
O=C(CCC(=O)c1ccc(F)cc1)NN1C(=O)NC2(CCCCC2)C1=O	5.9%

Additional records follow:
SMILES	L3MBTL1 block
Cc1ccc(-c2nn(-c3ccc(F)cc3)cc2C(=O)NCCCN2CCCC2=O)cc1	2.0%
CC(C)(C)C(CCl)C(=O)NN=C(c1ccccc1)c1ccccc1 (centres undefined)	15.1%
CCN(CCCC(=O)c1ccc(F)cc1)CCc1ccccc1	59.8%[activator]
CC(C)c1ccc(/C=C/c2[nH]c(=O)[nH]c(=O)c2[N+](=O)[O-])cc1	-0.4%
Cc1ccn2c(=O)nc(SCC(=O)NC3CCCCC3)nc2c1	9.6%
Cn1c(-c2ccccc2)cnc1NCc1cccc([N+](=O)[O-])c1	-2.1%
CC(C)N(Cc1nnc(-c2ccc(Cl)cc2)o1)C(=O)C1=COCCO1	-0.5%
Oc1ccc(Br)cc1CNc1nccs1	-6.8%
CCOC(=O)Cc1csc(NC(=O)CSc2nc(=O)[nH]c3c2CCC3)n1	2.8%
CCN(CC)S(=O)(=O)c1ccc(C)c(NC(=O)CSc2nnnn2C)c1	-6.0%

Structures shown so far with an aryl thioether with sulfur outside any ring:
SMILES	L3MBTL1 block
Cc1cccc(NC(=O)c2ccccc2SCc2ccc(F)cc2)n1	16.3%
CC(C)(C)c1nnc(SCC(=O)Nc2ccc(N3CCCCC3)cc2)n1N	-8.6%
CSc1cccc(NS(=O)(=O)c2ccc3c(c2)NC(=O)C(C)C(=O)N3)c1 (centres undefined)	-0.1%
O=C(CSc1nc(-c2cccs2)nc2ccccc12)NC1CCS(=O)(=O)C1 (centres undefined)	0.9%
CCCCNc1c(-c2ccc(OC)c(SC3CCCCC3)c2)nc2cc(C)ccn12	14.2%
COCCCn1c(C)nnc1SCC(=O)Nc1cccc(C)c1	3.4%
CNC(=O)CSc1nnc(-c2ccco2)n1-c1cc(C)ccc1C	-3.1%
Cc1ccn2c(=O)nc(SCC(=O)NC3CCCCC3)nc2c1	9.6%
CCOC(=O)Cc1csc(NC(=O)CSc2nc(=O)[nH]c3c2CCC3)n1	2.8%
CCN(CC)S(=O)(=O)c1ccc(C)c(NC(=O)CSc2nnnn2C)c1	-6.0%

(further entries)
SMILES	L3MBTL1 block
Cc1cc[n+](Cc2ccccc2)c(N)c1	-4.4%
CCOc1cc(C(=O)O/N=C(\N)c2ccccn2)cc(OCC)c1OCC	36.8%[activator]
CCCN(CC(=O)Nc1ccccc1C)C(=O)CCCc1c[nH]c2ccccc12	-2.3%
CC(C)c1cccc(-c2ccc3c(c2)S(=O)(=O)c2cccc(C(=O)NC4CCCC4)c2C3=O)c1	-1.9%
COc1ccc(CNC(=O)CN(c2ccc(C(C)=O)cc2)S(=O)(=O)c2ccc(C)cc2)cc1OC	2.7%
COc1cc(-c2c(-c3cccc(C)c3)oc3ccccc23)cc(OC)c1OC	-0.3%
Cc1ccsc1C(=O)NNC(=O)c1ccc(NS(=O)(=O)c2cccs2)cc1	-0.4%
O=S(=O)(NC1CCN(S(=O)(=O)c2c(F)cccc2F)CC1)c1ccc2c(c1)OCCO2	-0.7%
Cc1ccc(NC(=O)CN(C)C(=O)c2ccc(OCc3cn4ccccc4n3)cc2)cc1	-4.2%
COC(=O)[C@H](CCSC)NC(=O)Cn1ccc(N)nc1=O	-6.7%
COc1ccc(NC(=O)COC(=O)c2ccc3ccccc3n2)c(OC)c1	-8.9%
COc1ccccc1C(=O)NCCC(=O)NN1C(=O)NC2(CCCCC2)C1=O	8.9%
